TbPYK inhibitor: blocks Trypanosoma brucei pyruvate kinase; Q57TT1; TbPYK enzyme, Kinase-Glo Plus ATP luminescence, 45 min; Potency, µM (doses to about 76.8 µM), for inactives: at the top dose activity, negative = inhibition, hits mostly inhibitors; 410,000 tested, 0.12% active; AID 624173; note: potency is the fitted concentration of half-maximal effect; % is set by controls: 0 for no effect and ±100 for the full control effect; nearly all actives have a fitted effect of over 50% in size
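Readout: single end-point luminescence (Kinase-Glo Plus, 10 min). Reaction conditions were TbPYK/substrate plus 130 uM ADP, 45 min at RT, pH 7.2 TEA buffer. No-enzyme wells served as controls, and data were normalized before concentration-response fitting.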
Pf growth 96h: P. falciparum growth inhibition at 96 hour, primary screen for plastid delayed-death inhibitors. P. falciparum luciferase reporter growth, 96 h. Potency, µM (titrated, usually from 28.7 µM), for the others: at the top dose activity change, negative = inhibition, actives largely listed as inhibitors. 320,000 tested, 6.9% active. AID 504834; note: potency is the fitted concentration of half-maximal effect; % is set by controls: 0 for no effect and ±100 for the full control effect
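Erythrocytes infected with luciferase-expressing P. falciparum were dispensed at 2% hematocrit and 0.05% parasitemia (final), then incubated with compounds 96 hours at 37 C in 5% CO2. Luminescence after detection reagent addition reported growth.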
LmPK inhibitor: LmPK (Leishmania mexicana) enzyme inhibition. 290,000 tested, 0.37% active. Q27686. Potency, µM (highest dose often 57.5 µM), for the others: at the highest dose activity change, negative = inhibition, actives largely listed as inhibitors. purified LmPK, Kinase-Glo ATP luminescence, 1 h; note: potency is the fitted concentration of half-maximal effect; % is set by controls: 0 for no effect and ±100 for the full control effect
Target sequence (Q27686 whole entry, looked up): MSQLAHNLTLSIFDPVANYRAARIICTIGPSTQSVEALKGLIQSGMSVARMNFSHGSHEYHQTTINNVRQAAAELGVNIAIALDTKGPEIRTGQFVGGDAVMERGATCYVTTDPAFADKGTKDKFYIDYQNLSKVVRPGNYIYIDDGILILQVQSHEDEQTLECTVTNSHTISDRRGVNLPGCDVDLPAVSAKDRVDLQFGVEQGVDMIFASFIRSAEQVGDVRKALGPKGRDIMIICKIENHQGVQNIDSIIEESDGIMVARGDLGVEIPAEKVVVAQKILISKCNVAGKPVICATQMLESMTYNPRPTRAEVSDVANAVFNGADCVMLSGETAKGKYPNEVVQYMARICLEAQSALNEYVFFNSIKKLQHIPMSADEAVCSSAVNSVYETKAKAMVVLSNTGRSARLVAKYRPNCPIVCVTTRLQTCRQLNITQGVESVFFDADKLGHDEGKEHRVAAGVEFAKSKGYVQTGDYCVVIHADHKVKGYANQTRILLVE
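ATP generated from ADP (0.1 mM) and PEP (0.5 mM) by 0.1 nM LmPK over 1 h at room temperature (pH 7.2 imidazole buffer) was detected by coupled luciferase luminescence. Values were normalized to uninhibited and no-enzyme wells.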
Pf growth 48h: inhibits P. falciparum growth in the first generation, 48 h; P. falciparum luciferase growth in erythrocytes, 48 h; Potency, µM (titrated, usually from 28.7 µM), for the others: at the top dose activity change, negative = inhibition, hits mostly inhibitors; 310,000 tested, 5.9% active; note: potency is the fitted concentration of half-maximal effect; % is set by controls: 0 for no effect and ±100 for the full control effect
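Erythrocytes infected with P. falciparum carrying an integrated firefly luciferase reporter (2% hematocrit, 0.1% parasitemia final) were exposed to compounds in RPMI 1640 with 0.5% Albumax at 37 C, 5% CO2. Growth inhibition was scored as reduced luminescence.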
Shiga inhibitor: Shiga toxin inhibition; Vero cells, Shiga toxin protein synthesis inhibition reporter; inhibition, % at 38.7 µM; 290,000 tested, 9.2% active; AID 2315; in the data active = inhibition mostly above about 28%, no sharp cut-off; inactive = mostly below about 43%; note: 0% is about no effect
Cycloheximide cs: counter-screen hit for Shiga toxin inhibitors, cycloheximide; cell reporter, cycloheximide protein synthesis inhibition counterscreen; max response, %; 300,000 tested, 12% active; in the data active = max response mostly above about 13%, no sharp cut-off; inactive = mostly below about 14%; note: read at 38.3 µM for the half of the compounds with a filed dose; 0% is about no effect
HCV inh: HCV inhibition; 340,000 tested, 3.4% active; Huh7.5.1 HCVcc-Cre infection, luciferase reporter, 44 h; Potency, µM (highest dose often 41.8 µM), for the others: top-dose activity change, negative = inhibition, usual class: inhibitors; note: potency is the fitted concentration of half-maximal effect; % is set by controls: 0 for no effect and ±100 for the full control effect
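Whole-lifecycle infectious HCVcc-Cre system; cells 1,000/well, compound then virus (~0.5 moi) added 4 h after plating, 44 h culture. Luciferase read 15 sec following 15 min substrate incubation, room temp.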
Starred values were filed as active, the others as inactive; ? = inconclusive; · = no result given; & = joins results of further samples; [ ] = dose if it differs, or a comment. Unless noted, calls come from the whole dose curve; as a rule, active = well fitted curve in the direction sought with a large enough effect; inconclusive = small, poorly fitted or top-dose-only effect, or another doubt; inactive = no such curve, though single readings can be large; an effect the other way counts as inactive or inconclusive. Rows were taken by chance; about 24% have a hit in one of these screens.

SMILES	TbPYK inhibitor	Pf growth 96h	LmPK inhibitor	Pf growth 48h	Shiga inhibitor	Cycloheximide cs	HCV inh
O=C(OCC#CCSc1nnc(-c2cccc3ccccc23)o1)c1ccc(Br)cc1	-5%	18%	·	0%	·	·	·
Cc1cccc(NC(=O)c2nc[nH]c2C(=O)N(C)Cc2ccccc2)c1	-11%	?	·	13%	·	·	-19%
CCc1nc2oc3ccccc3c(=O)c2c(=O)n1CCOC	-1%	?	-2%	·	-1	-1	?
Cc1noc(C)c1COC(=O)Cc1ccc(Cl)cc1	-2%	3%	-1%	4%	21	-3	8%
CCN1CCN(CNC(=O)c2cnccn2)CC1	2%	·	-11%	3%	-10	-3	10%
Cc1ccsc1/C=C1/C(=O)NN(c2ccccc2)C1=O	-1%	-13%	?	2%	82*	40*	5%
Cc1ccc(Cn2c(CCNC(=O)c3cccc(C)c3)nc3ccccc32)cc1	1%	·	·	·	5	-6	·
COc1ccc(C2(O)CN(c3ccccc3)C3=[N+]2CCS3)cc1OC (configuration not stated)	8%	0%	6%	0%	-3	11	?
O=C(COC(=O)c1cc(F)c(F)cc1Cl)NC1CC1	7%	1%	-11%	6%	26	14	7%
CC(C)CCOc1ccc(CO[C@@H]2[C@H]3OC(C)(C)O[C@H]3O[C@@H]2C(O)CO)cc1 (some centres not stated)	-19%	0%	1%	?	-14	0	4%
CC(=O)N1CCc2c(sc3c2c(=O)n(Cc2ccccc2)c(=O)n3CC(=O)NCC2CCCO2)C1 (configuration not stated)	-1%	15%	-7%	0.37µM*	-6	-2	-6%
Oc1c(Br)cc(Br)cc1C=NCc1ccccc1	-1%	0%	?	-3%	16	13	8%
Cc1ccc2nc(SCC3CCCCO3)[nH]c2c1 (configuration not stated)	-4%	16%	-2%	-2%	44*	30*	-2%
Cc1cccc(CSc2nnc([C@@H]3CCCN3C(=O)OC(C)(C)C)o2)c1	-1%	?	-8%	?	-3	-3	9%
C=CCn1c(=O)c2c(C)c(C)sc2n2c(Nc3ccccc3)nnc12	-10%	?	8%	?	-7	2	-12%

A run of entries taken from the entries so far:
SMILES	TbPYK inhibitor	Pf growth 96h	LmPK inhibitor	Pf growth 48h	Shiga inhibitor	Cycloheximide cs	HCV inh
O=C(OCC#CCSc1nnc(-c2cccc3ccccc23)o1)c1ccc(Br)cc1	-5%	18%	·	0%	·	·	·
Cc1cccc(NC(=O)c2nc[nH]c2C(=O)N(C)Cc2ccccc2)c1	-11%	?	·	13%	·	·	-19%

Following part
SMILES	TbPYK inhibitor	Pf growth 96h	LmPK inhibitor	Pf growth 48h	Shiga inhibitor	Cycloheximide cs	HCV inh
O=C(O)CCN(Cc1ccccc1)S(=O)(=O)c1ccccc1Cl	2%	-4%	3%	-2%	-13	-3	16%
CCNC(=O)/C=C/c1ccccc1[N+](=O)[O-]	0%	?	-1%	23%	5	-6	8%
OC(CN1CCOCC1)Cn1c(-c2cccc(Cl)c2)nc2ccccc21 (configuration not stated)	-4%	·	-13%	-21%	-2	-3	2%
O=S(=O)(Nc1cccc(-c2ccc(N3CCCCCC3)nn2)c1)c1ccc(C(F)(F)F)cc1	-6%	?	7%	95%[activator]	41*	31*	7%
C=CCn1c(O)c(N=NC(=S)Nc2ccc(OC)cc2)c2ccccc21	3%	0%	2%	10µM*	-15	-5	?
CCOC(=O)C(=NC(C)CC)NNc1ccc(Br)cc1 (configuration not stated)	-2%	0%	-1%	37%[activator]	20	10	?
CC(C)(C)NC(=O)c1cc(Cl)ccc1[N+](=O)[O-]	1%	?	-4%	-1%	-4	-4	-22%
CCn1c(C)c(C(C)=O)c(N2CCN(c3ccc(F)cc3)CC2)nc1=S	-4%	·	-2%	10%	-18	1	-2%
COc1ccc(-c2cc(-c3cccs3)c(C#N)c(SCC(=O)NCc3ccccc3OC)n2)cc1	1%	10µM*	0%	2.3µM*	12	-1	?
CN1CCN(C2=Nc3cc(F)ccc3Cc3ccccc32)CC1	1%	-24%	3%	-28%	-14	2	·
Cc1cc(OCCn2cncn2)ccc1[N+](=O)[O-]	1%	-9%	-4%	7%	9	5	-7%
Clc1ccc(CNC2CN3CCC2CC3)cc1 (configuration not stated)	-3%	1%	-4%	-1%	-7	-3	-9%
CN1CCC(N(C)C(=O)c2ccccc2Nc2ccc(SC(F)F)cc2)CC1	-2%	12%	2%	54%	-19	12	-9%
CCCOc1ccc(N2C(=O)CC(N3CCC(O)(c4cccc(C(F)(F)F)c4)CC3)C2=O)cc1 (configuration not stated)	-6%	20%	1%	-7%	14	-3	15%
Cc1ccc(/C=N/NC(=O)C(=O)N/N=C/c2ccc(C)o2)o1	1%	?	5%	8%	-5	0	8%
O=C(COC(=O)C12CC3CC(CC(C3)C1)C2)NCc1ccco1	6%	13%	2%	-4%	-11&4	-1&-7	5%
Cc1cc(S(=O)(=O)N2CCOCC2)ccc1OCC(=O)NCC1CCCO1 (configuration not stated)	2%	25%	1%	15%	-3	1	-2%
CCOC(=O)C1CCN(CC(=O)c2c(C)[nH]c3ccccc23)CC1	?	-13%	-1%	-12%	14	0	-8%
COc1cc2nc(C3CCC3)n(NC(=O)C3CCC(OC)CC3)c(=O)c2cc1OC (configuration not stated)	1%	144%[activator]	2%	4%	-3	-1	·
CC(=O)Nc1ccc(C(=O)N2CCN(C(=O)c3ccco3)CC2)cc1	1%	·	-8%	-9%	-25	-4	8%
COc1ccc(C(=O)N=c2c(C#N)cc3c(=O)n4cccc(C)c4nc3n2Cc2ccco2)cc1	·	?	12%	·	-8	-1	·
O=[N+]([O-])c1ccc(N2CCN(CC(O)COc3ccccc3)CC2)cc1 (configuration not stated)	0%	18%	-2%	39%[activator]	-2	5	?
CCCN(Cc1nnc(-c2cccs2)o1)C(=O)c1cccc(S(=O)(=O)N2CCOCC2)c1	-6%	?	·	?	·	·	-6%
Cc1cc(C)c2nc(-n3nc(C)cc3N)cc(C)c2c1	-3%	100%[activator]	-1%	205%[activator]	108*	26*	?
O=C(O)c1cccc2cc(-c3ccccc3)oc(=O)c12	-4%	35%	0%	8%	-5	-1	3%
Clc1ccc(CN2CCC(c3ccccc3)CC2)cc1	-6%	-17%	6%	-15%	18	-1	-3%
C[C@H]1CN=C(Nc2ccccc2)N1CC1CCCCC1	-3%	1%	-3%	7%	-7	-1	-1%
Cc1ccc(/C=C2\Oc3c(ccc(O)c3CN3CCN(C)CC3)C2=O)cc1	8%	?	-20%	?	22	0	17%
COc1cc(C(=O)Nc2ncccc2C)ccc1OCC(=O)N1CCOCC1	-5%	-9%	·	-13%	·	·	11%
CCC(C(=O)OCC(=O)Nc1c(Cl)cc(Cl)cc1Cl)c1ccccc1 (configuration not stated)	-1%	?	-1%	-6%	-8	1	5%

Shown comma-delimited: entries from further up
molecule,TbPYK inhibitor,Pf growth 96h,LmPK inhibitor,Pf growth 48h,Shiga inhibitor,Cycloheximide cs,HCV inh
O=C(OCC#CCSc1nnc(-c2cccc3ccccc23)o1)c1ccc(Br)cc1,-5%,18%,·,0%,·,·,·
Cc1cccc(NC(=O)c2nc[nH]c2C(=O)N(C)Cc2ccccc2)c1,-11%,?,·,13%,·,·,-19%
CCc1nc2oc3ccccc3c(=O)c2c(=O)n1CCOC,-1%,?,-2%,·,-1,-1,?
Cc1noc(C)c1COC(=O)Cc1ccc(Cl)cc1,-2%,3%,-1%,4%,21,-3,8%
CCN1CCN(CNC(=O)c2cnccn2)CC1,2%,·,-11%,3%,-10,-3,10%
Cc1ccsc1/C=C1/C(=O)NN(c2ccccc2)C1=O,-1%,-13%,?,2%,82*,40*,5%
Cc1ccc(Cn2c(CCNC(=O)c3cccc(C)c3)nc3ccccc32)cc1,1%,·,·,·,5,-6,·

Going on with the list.
SMILES	TbPYK inhibitor	Pf growth 96h	LmPK inhibitor	Pf growth 48h	Shiga inhibitor	Cycloheximide cs	HCV inh
Cc1ccc(OCC(=O)NC2CCSc3ccccc32)cc1 (configuration not stated)	-15%	0%	·	9%	·	·	8%
CCCCN(C)CCNC(=O)CCn1nc(-c2ccc(C)cc2)ccc1=O	-5%	3%	-7%	10%	-3	-3	-29%
CC(C)c1ccc(C2/C(=C(\O)c3ccc4c(c3)OCCO4)C(=O)C(=O)N2CCN2CCOCC2)cc1 (configuration not stated)	3%	?	2%	7%	3	-5	12%
O=C(CCCn1c(=S)[nH]c2cc3c(cc2c1=O)OCO3)N1CCN(c2ccccc2)CC1	-1%	13µM*	5%	-16%	-11	0	?
Cc1cc(C)c(NC(=O)CCCSc2nnc(N)s2)c(C)c1	2%	?	1%	-21%	-4	-6	1%
CCOC(=O)CNC(=O)c1ccc(C)cc1	-2%	·	-10%	78%[activator]	5	19	-8%
O=C1CC(Cc2ccccc2)C(=O)N1CCCn1ccnc1 (configuration not stated)	·	10%	-5%	3%	-5	2	18%
CN=c1scc(-c2ccccc2F)n1/N=C(\C)c1cccnc1	-6%	?	-7%	0%	149*	48*	32µM*
COc1ccc(N(C)C(=O)c2ccc3c(Cl)c4c(nc3c2)CCCC4)c(OC)c1	-2%	?	2%	?	30	1	?
O=C(Nc1ccccc1N1CCOCC1)C1=COCCO1	4%	43%[activator]	·	0%	·	·	0%
CCCN1C2=NCCCN2c2ccccc21	3%	?	2%	-19%	-7	-2	-4%
NC(=O)CC[C@H](NC(=O)OCc1ccccc1)C(=O)OCc1ccc(Cl)cc1	-8%	-2%	2%	1%	-3	0	11%
COc1ccccc1C1(CC(=O)Nc2nccs2)CCOC(C(C)C)C1 (configuration not stated)	2%	13µM*	-6%	?	12	1	?
Cc1ccccc1C(O)(Cc1ccccc1)C1CN2CCC1CC2 (configuration not stated)	10%	10µM*	-8%	·	-20	-5	?
CC(Sc1nnc(N)s1)C(=O)Nc1ccc2c(c1)OCCO2 (configuration not stated)	4%	-6%	4%	32%[activator]	-4	12	0%
CCN(Cc1ccc2c(c1)OCO2)C(=O)CSc1ncnc2sccc12	2%	-27%	·	?	·	·	?
O=C(CSc1ccc(C(F)(F)F)cn1)Nc1ccccc1	-2%	18%	2%	2%	-9	-2	22%
CCN(Cc1ccccc1)C(=O)CCc1nnc(CCCc2ccccc2)o1	-7%	-1%	3%	29%	57*	22*	1%
